Screening results deposited in PubChem BioAssay by several laboratories.
PABP1 MLLE inh – inhibitors of microRNA-mediated deadenylation, human PABP1 MLLE binding | hit rate 0.36% among 360,000 | GST-MLLE / FITC-PAM2 fluorescence polarization | inhibition, % at 20 µM; in the data active = inhibition above about 35%, passing the limit was not always enough;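 note: plate controls were DMSO wells with GST-MLLE for no effect and wells lacking GST-MLLE protein for full effect; some results filed as inactive read as strong as hits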
Target sequence (P11940 whole entry, looked up): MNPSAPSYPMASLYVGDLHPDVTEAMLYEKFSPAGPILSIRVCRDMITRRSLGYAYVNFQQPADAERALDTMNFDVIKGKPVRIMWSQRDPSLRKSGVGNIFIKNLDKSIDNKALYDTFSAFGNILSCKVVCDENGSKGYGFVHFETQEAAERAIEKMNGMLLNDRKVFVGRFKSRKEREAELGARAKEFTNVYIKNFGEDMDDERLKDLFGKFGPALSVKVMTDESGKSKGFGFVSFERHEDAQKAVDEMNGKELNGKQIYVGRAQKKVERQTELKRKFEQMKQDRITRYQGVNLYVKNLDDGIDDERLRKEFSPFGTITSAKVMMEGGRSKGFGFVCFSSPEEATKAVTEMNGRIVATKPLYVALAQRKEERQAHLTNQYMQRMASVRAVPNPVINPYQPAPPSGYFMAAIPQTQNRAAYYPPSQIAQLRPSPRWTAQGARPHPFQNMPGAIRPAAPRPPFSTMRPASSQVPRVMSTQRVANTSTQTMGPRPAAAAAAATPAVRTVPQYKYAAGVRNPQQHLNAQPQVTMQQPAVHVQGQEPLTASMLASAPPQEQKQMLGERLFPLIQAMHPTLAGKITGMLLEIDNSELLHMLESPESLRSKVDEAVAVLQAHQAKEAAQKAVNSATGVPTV
MT1-MMP act inh – inhibitors of human MT1-MMP activation; HT1080 RFP-PRO-GFP cells, GFP/RFP ratio fluorescence, overnight; percent of plate control window, DMSO zero; P50281; hit rate 0.061% among 360,000; GFP/RFP ratio change, % at 20 µM;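 active = GFP/RFP ratio change of at least 30% with cell ATP level not reduced by more than half and red fluorescence within 50% of control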; note: strong numbers were not always called active
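Assay system: HT1080 RFP-PRO-GFP cells | Dosing: 20 µM single dose, 1% DMSO | Incubation: Cells overnight before dosing, compound overnight, 37 °C, 5% CO2 | Evaluation: GFP/RFP fluorescence ratio | Control set: DMSO-only wells and HT1080 RFP-L50D-GFP cell wells as references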
FAS TE block – blocks the thioesterase domain of human fatty acid synthase; recombinant FAS-TE, OMFH fluorogenic substrate, fluorescence endpoint; hit rate 0.67% among 360,000; P49327; inhibition, % at 15 µM;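 active = compounds whose normalised, plate-corrected inhibition of enzyme fluorescence in the single-dose primary screen is 50% or more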;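 note: 0% = DMSO with enzyme and 100% = substrate without enzyme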
MsrA act – bovine methionine sulfoxide reductase A activation | hit rate 0.3% among 360,000 | purified bovine MsrA, absorbance read-out | activation, % at 10.6 µM; in the data active = activation above about 7.5%;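 note: 0% = vehicle and 100% = reference activator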
Neddyl block – blocks human cullin neddylation | P61081+Q13564 | TR-FRET cullin neddylation, biochemical | calls only at 25 µM | hit rate 0.58% among 360,000; in the data active = inhibition above about 36%
Rin1 Abl inh – human Rin1-Abl interaction inhibition; inhibition, % at 7.35 µM; TR-FRET Rin1/Abl binding, biochemical; hit rate 0.4% among 360,000; in the data active = inhibition above about 5%, passing the limit was not always enough
NRP1-CendR mod – NRP-1/CendR interaction modulation; O14786; FAM-RPARPAR peptide binding to NRP-1, fluorescence polarization; inhibition, % at 25 µM; hit rate 0.85% among 360,000;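 active = inhibition or corrected inhibition above about 18%, plus a signal ratio from 0.5 to 1.5, limit read from the data, passing the limit was not always enough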; note: strong numbers were not always called active
E coli Lon inh – inhibits E. coli Lon protease | purified E. coli Lon protease, fluorescence polarization | inhibition, % at 7.94 µM | hit rate 0.42% among 360,000 | AID 602123 | P0A9M0; in the data active = inhibition above about 13%, passing the limit was not always enough;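 note: 0% = enzyme with probe and DMSO and 100% = no enzyme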
SKN-1 block – inhibitors of C. elegans SKN-1; C. elegans VP596 Pgst-4::GFP/RFP ratio, acrylamide-induced, 24 h; inhibition, % at 21.8 µM; hit rate 0.49% among 360,000; AID 624304;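 active = interference check ratio from 0.5 to 1.5 plus GFP to RFP signal ratio inhibition reaching or exceeding a fixed threshold, cut at about 30% in these data, passing the limit was not always enough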; note: some compounds called inactive have numbers as strong as hits
* hit, by the source's call; i = inactive; . = no result given; + = active, no number.

SMILES | PABP1 MLLE inh | MT1-MMP act inh | FAS TE block | MsrA act | Neddyl block | Rin1 Abl inh | NRP1-CendR mod | E coli Lon inh | SKN-1 block
Cc1nn(S(=O)(=O)c2ccc([N+](=O)[O-])cc2)c(C)c1Sc1ccccc1 | 0 | -3 | 17 | -1 | i | -3 | -3 | 8 | 9
NS(=O)(=O)c1ccc(CNC(=O)Cc2ccsc2)cc1 | 1 | -5 | -8 | -3 | i | 1 | 14 | -4 | 22
Cc1ccc(C(=O)N2CCN(c3ccc(NC(=O)COc4ccccc4C)cc3)CC2)cc1 | 3 | 6 | 16 | -8 | i | 0 | 16 | -3 | -16
NC(=O)CNc1ncc(C(F)(F)F)cc1Cl | 6 | 5 | -4 | -2 | i | -4 | 8 | 2 | 8
CC(C)(C)c1ccc(OCc2ccc(C(=O)N/N=C3\CC4CC=CC34)cc2)cc1 (configuration not stated) | 14 | 7 | 0 | -2 | i | 2 | -1 | -4 | 2
COc1ccc(N2CC(C(=O)NC3CC(C)(C)NC(C)(C)C3)CC2=O)cc1 (configuration not stated) | -2 | -1 | -2 | 1 | i | -1 | -7 | -2 | 4
COc1cccc(/C=N/NC(=O)CSc2nnc(C)n2-c2ccccc2)c1O | 5 | 4 | -4 | -3 | i | 0 | 6 | 7 | -33
CCN(CC)Cc1c(-c2ccccc2)[nH]c2ccc(C)cc2c1=O | -3 | -1 | -7 | 0 | i | 0 | -7 | 0 | 4
Cc1noc(C)c1S(=O)(=O)N(CC(=O)NCCc1ccccc1)c1ccc(C(C)C)cc1 | 0 | -4 | 15 | 0 | i | 1 | 2 | -2 | 10
CC(=O)C(Cc1ccccc1)(Cc1ccccc1)C(C)=O | -1 | -1 | 5 | -2 | i | -1 | 2 | -8 | -8

Random excerpt: four records from the list.
SMILES | PABP1 MLLE inh | MT1-MMP act inh | FAS TE block | MsrA act | Neddyl block | Rin1 Abl inh | NRP1-CendR mod | E coli Lon inh | SKN-1 block
CC(C)(C)c1ccc(OCc2ccc(C(=O)N/N=C3\CC4CC=CC34)cc2)cc1 (configuration not stated) | 14 | 7 | 0 | -2 | i | 2 | -1 | -4 | 2
NC(=O)CNc1ncc(C(F)(F)F)cc1Cl | 6 | 5 | -4 | -2 | i | -4 | 8 | 2 | 8
COc1cccc(/C=N/NC(=O)CSc2nnc(C)n2-c2ccccc2)c1O | 5 | 4 | -4 | -3 | i | 0 | 6 | 7 | -33
Cc1nn(S(=O)(=O)c2ccc([N+](=O)[O-])cc2)c(C)c1Sc1ccccc1 | 0 | -3 | 17 | -1 | i | -3 | -3 | 8 | 9

(listing goes on)
SMILES | PABP1 MLLE inh | MT1-MMP act inh | FAS TE block | MsrA act | Neddyl block | Rin1 Abl inh | NRP1-CendR mod | E coli Lon inh | SKN-1 block
Cc1ccc(NC(=O)C2C3C=CC4(O3)C2C(=O)N(CCCN2CCCCC2)C4C(=O)NC2CCCCC2)cc1C (configuration not stated) | -8 | 2 | 1 | 0 | i | 1 | -10 | 0 | -5
Cc1sc2nc3n(c(=O)c2c1C)CCCCC3 | 3 | 1 | -7 | 1 | i | 3 | 4 | -7 | 5
O=S(=O)(c1ccc(Br)cc1Cl)N1CCCN(c2ccc(C(F)(F)F)cn2)CC1 | 0 | 1 | 28 | -2 | i | 3 | 12 | -6 | -2
Cc1ccc(C(C)C)c(OCCNC(=O)c2cncc(Br)c2)c1 | -5 | -6 | 16 | -8 | i | 4 | 7 | -2 | 6
CC(OC(=O)CCc1nc2ccccc2c(=O)[nH]1)C(=O)c1ccc(C(C)(C)C)cc1 (configuration not stated) | 5 | 0 | 13 | -5 | i | -1 | 0 | 17 | -1
CC1(C)CC(=O)C2=C(C1)OC(N)=C(C#N)C2c1ccccc1OC(=O)N1CCOCC1 (configuration not stated) | 4 | 0 | -7 | 1 | i | 1 | 11 | -7 | 1
Cc1cc(C(=O)OCC(=O)NCc2cccs2)c2ccccc2n1 | 1 | 0 | -3 | -14 | i | -3 | 11 | 7 | -10
Cc1cc(C)n2nc(SCc3cccc(S(=O)(=O)N(C)C)c3)nc2n1 | 10 | 3 | -5 | -3 | i | 4 | -7 | -4 | 6
COc1ccc(CN(CC2CCCO2)S(=O)(=O)c2ccc(C(=O)O)cc2)cc1OC (configuration not stated) | -1 | 2 | -3 | -2 | i | -3 | 15 | -5 | -12
O=S(=O)(c1ccc(F)c(F)c1)N1CCN(Cc2ccc3c(c2)OCO3)CC1 | -3 | -1 | 13 | -4 | i | 0 | -9 | -6 | -2
CN(C)N(Cc1ccccc1)C(=O)C(O)(c1ccccc1)c1ccccc1 | 12 | -2 | 12 | -3 | i | 3 | 8 | -1 | -6
CC(C)(C)OC(=O)NCCc1nnc(SCc2ccc(Cl)cc2)o1 | -43 | 2 | 9 | 1 | i | 3 | -4 | 3 | 4
CC(C)(C)OC(=O)N[C@@H](COCc1ccccc1)C(=O)N[C@@H](CO)[C@H](O)[C@@H]1C[C@@H]1C(=O)NC1CCCCC1 | -9 | 4 | -10 | -1 | i | -2 | 6 | 4 | 10
COc1ccc(C(=O)CSc2nccc(=O)[nH]2)cc1 | 22 | 0 | -5 | -1 | i | -1 | 0 | -8 | 0
CC1CCN(Cc2nnc(-c3cccc(Br)c3)o2)CC1 | 1 | 3 | 3 | -1 | i | 1 | -2 | 12 | 3
O=C(NCc1ccc(F)cc1)c1cnc2sccn2c1=O | 11 | -1 | 5 | 0 | i | -2 | -5 | 7 | -4
Cc1cc(C)c(-c2csc(NC(=O)C3=COCCO3)n2)cc1C | 3 | -7 | 20 | -2 | i | 3 | -16 | -4 | 11
CCc1ccccc1NC(=O)CCS(=O)(=O)c1ccc(Br)cc1 | 2 | 1 | -3 | -1 | i | 5 | 2 | 0 | 7
CC(NC(=O)CCNC(=O)c1ccco1)c1ccccc1 (configuration not stated) | -7 | . | -1 | -2 | i | 2 | -5 | -3 | -1
CCOC(=O)C1CCN(Cc2ccc(O)c(OC)c2)CC1 | -6 | 0 | -10 | -11 | i | 1 | -1 | -2 | 0
CC(NC(=O)c1ccccc1Cl)C(=O)OCc1cn2cc(Cl)ccc2n1 (configuration not stated) | -21 | -3 | 2 | -2 | i | 1 | -7 | -5 | 1
Cn1cccc1C(=O)OCc1csc(-c2ccccc2)n1 | -53 | -1 | 11 | -3 | i | 2 | -3 | 6 | -23
CC1CN(C(=S)c2cccc([N+](=O)[O-])c2)CC(C)O1 (configuration not stated) | 39* | -2 | -6 | -3 | i | -4 | 5 | -7 | 1
CCOC(=O)c1nnn(CC(=O)N2N=C(c3cc(C)ccc3C)CC2c2ccc(OC)cc2)c1C(=O)OCC (configuration not stated) | 6 | -7 | 45 | -1 | i | 1 | -1 | -11 | -2
Cc1c(Cl)cccc1NC(=O)C1CC(=O)N(C2CCCC2)C1 (configuration not stated) | 22 | -1 | -1 | -1 | i | 2 | 0 | -3 | 2
CCCC(=O)Nc1sc(Cc2ccccc2)c(C)c1C(N)=O | 18 | 1 | 2 | -2 | i | 1 | -6 | 5 | -6
O=C(Cn1ncc2c([nH]c3ccccc32)c1=O)N1CCN(c2ccc(F)cc2)CC1 | -9 | 4 | -4 | 0 | i | -1 | 8 | 4 | 26
CCOC(=O)CNC(=O)C12CC3CC(CC(C3)C1)C2 | 8 | 4 | -5 | -6 | i | 0 | -8 | 3 | -5
Cc1nn(Cc2nnc(SCC(=O)Nc3cccc(C(F)(F)F)c3)n2C)c(C)c1[N+](=O)[O-] | 7 | -1 | 32 | 2 | i | -2 | 17 | 13 | 5
COc1ccc(CCN=c2c([N+](=O)[O-])nn(-c3cccc(C)c3)n2O)cc1OC | -18 | 4 | -2 | -3 | i | -7 | -2 | -2 | 0
CN(CC1CCCO1)S(=O)(=O)c1ccc(C(=O)Nc2ccc3c(c2)OCO3)cc1 (configuration not stated) | 2 | 1 | -6 | -2 | i | -2 | -6 | 2 | 5
COc1ccc(N(C)S(=O)(=O)c2cccc(C(=O)NC3CCCCC3C)c2)cc1 (configuration not stated) | 10 | -13 | 18 | -2 | i | -3 | -11 | -4 | -6
CCCN1CCN(CCCNC(=O)c2ccc3c(c2)NC(=O)c2ccccc2S3)CC1 | 12 | -2 | -4 | -8 | i | 1 | -1 | 5 | 6
COc1c(C)cccc1C(=O)Nc1cc(Cl)ccc1N1CCOCC1 | -3 | -3 | 29 | -5 | . | 0 | 7 | -4 | 10
O=C(CSc1cccc[n+]1[O-])c1ccc(Cl)cc1 | 17 | -2 | -1 | -2 | i | 0 | -14 | -8 | 23
CCN(CC)C(=O)c1ccccc1NC(=O)c1ccccc1 | -10 | -2 | -11 | -11 | i | 1 | 6 | 1 | -6
O=C(CCN1C(=O)C2C3C=CC(C3)C2C1=O)Nc1c(F)cc(F)cc1Br (configuration not stated) | -1 | -2 | -7 | -6 | i | 2 | 3 | -9 | -11
Cc1cc(C(=O)NC(C)C2CCCO2)no1 (configuration not stated) | -10 | -2 | -7 | -4 | i | 2 | -2 | 5 | 5
COc1ccc(NS(=O)(=O)c2ccc(O)c(C(=O)OCC(=O)N3CCCCC3)c2)cc1 | -6 | 2 | -10 | -4 | i | 2 | -4 | -7 | -8
CCN(CC)C(=O)Cn1cnc2ccccc2c1=O | 14 | 1 | -6 | 1 | i | 3 | 4 | 1 | 7
CSCCC(NS(=O)(=O)c1ccc2c(c1)OCCO2)C(=O)N(C)Cc1ccc(C)cc1 (configuration not stated) | 4 | -4 | 5 | -2 | i | 1 | 37* | -3 | -10
O=C(CCNC(=O)c1ccccc1Cl)Nc1nc2ccccc2s1 | 2 | -3 | -3 | -1 | i | 3 | 0 | 0 | 8
Cc1cccc(C)c1NC(=O)c1ccc(OCc2c(C)noc2C)cc1 | -2 | 6 | -1 | -2 | + | 2 | 6 | -6 | 2
CCC1(C)Cc2c(sc3c2c(=O)n(C)c2nnc(SCCc4ccccc4)n32)CO1 (configuration not stated) | -116 | 2 | 6 | 5 | i | 0 | -6 | -2 | 28
Cc1cccc(NC2=Nc3ccccc3N3C2=Nc2c(c(C)nn2-c2ccccc2)C3c2ccc(O)c(O)c2)c1 (configuration not stated) | -4 | -5 | 21 | -4 | . | 2 | -6 | -12 | 2
O=C(NCC1(O)CCCCC1)C1CCC(=O)N(CCc2ccccc2)C1 (configuration not stated) | 1 | 0 | -3 | -5 | i | -1 | 17 | -3 | -14
Cc1nn(-c2ccc(F)cc2)c2sc(C(=O)OCC(=O)N3CCC(C)CC3)cc12 | 4 | . | 17 | -4 | i | -4 | 4 | 0 | -9
COc1ccc(-c2noc(CCC(=O)N3CCN(c4ccccc4Br)CC3)n2)cc1 | 1 | 2 | 19 | -9 | i | 1 | 6 | -3 | -14
COC(=O)c1ccc(COc2ccc3c(C)c(C)c(=O)oc3c2)o1 | 2 | -3 | 27 | -8 | . | -9 | -9 | -9 | 0
O=c1[nH]c(COc2ccccc2)nc2ccccc12 | -1 | 3 | -6 | 2 | i | 0 | -3 | -3 | 4

(more compounds)
SMILES | PABP1 MLLE inh | MT1-MMP act inh | FAS TE block | MsrA act | Neddyl block | Rin1 Abl inh | NRP1-CendR mod | E coli Lon inh | SKN-1 block
Cc1ccc(C2c3[nH]c4ccccc4c3C[C@H]3C(=O)N(c4ccccc4C(=O)NCCN4CCOCC4)C(=O)N23)cc1 (some centres not stated) | 3 | -7 | 1 | 3 | i | 0 | -6 | 0 | 8
COc1ccc(C2/C=C\CN(S(=O)(=O)c3ccc(C)cc3)CC(=O)N2Cc2ccc(F)cc2)cc1 (configuration not stated) | 10 | -1 | 10 | -1 | i | 1 | 6 | -3 | 10
O=C1C=C(c2ccc3c(c2)OCO3)C[C@@H](c2ccc(F)cc2)C1 | -3 | 5 | 19 | -5 | i | 1 | 10 | -7 | 2
O=C(NCc1ccccc1)NC(O)C(Cl)(Cl)Cl (configuration not stated) | 2 | 2 | 0 | -3 | i | 5 | 5 | 2 | -1
